Screening data: PubChem BioAssay, several laboratories
GC-A act – GC-A stimulated cGMP production enhancers – HEK293 GC-A cells, cGMP TR-FRET, EC30 ANP, primary screen; Atrial natriuretic peptide receptor 1 (Homo sapiens), P16066; 0% at EC30 ANP, 100% saturating ANP; activation, % at 10 µM; actives 0.14% (n = 370,000); in the data active = activation above about 40%
DAX1 inh-1 – DAX1 (NR0B1) inhibitors, primary screen, cell-based, HEK293, Gal4-DAX1, luciferase luminescence. Nuclear receptor subfamily 0 group B member 1 (Homo sapiens), P51843. HEK293 Gal4-DAX1 luciferase reporter. inhibition, % at 6.75 µM. actives 0.99% (n = 340,000). AID 504766, 2011;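 active = inhibition above the mean over all tested compounds plus 3 SD, cut at about 4.2% in these data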;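 note: 0% = DAX1-transfected cells with DMSO and 100% = empty-vector control cells with DMSO; inhibition shows as a rise in luminescence from relieved DAX1 repression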
Target sequence (P51843 207-470 limits assumed): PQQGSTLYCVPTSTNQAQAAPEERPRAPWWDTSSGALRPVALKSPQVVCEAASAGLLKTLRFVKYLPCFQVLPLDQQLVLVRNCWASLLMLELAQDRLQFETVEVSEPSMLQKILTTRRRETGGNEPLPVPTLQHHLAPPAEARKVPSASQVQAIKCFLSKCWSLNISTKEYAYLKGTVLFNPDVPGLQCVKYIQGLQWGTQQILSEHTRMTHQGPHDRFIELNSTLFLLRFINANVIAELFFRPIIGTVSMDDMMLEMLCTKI
DAX1 inh-2 – DAX1 (NR0B1) inhibitors on StAR promoter, primary screen, cell-based, luminescence, SF-1 (NR5A1), full-length DAX-1 | HEK293T StAR-luciferase reporter, SF-1/DAX-1 repression relief | inhibition, % at 6.8 µM | actives 1.1% (n = 370,000) | AID 652010, 2013;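 active = inhibition above the mean over all tested compounds plus 3 SD, cut at about 3.6% in these data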;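 note: 0% = DAX-1 cells with DMSO and 100% = cells lacking DAX-1 with DMSO; higher inhibition means more luminescence from relief of DAX-1 repression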
ADAM17 inh – ADAM17 inhibitors, primary screen, biochemical, QFRET. inhibition, % at 6.95 µM. recombinant ADAM17, EDANS/DABCYL FRET peptide cleavage. actives 0.83% (n = 370,000);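 active = inhibition above the mean of compounds lying between control limits plus 3 SD, set per campaign, cut at about 8.5% in these data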;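 note: 0% = DMSO-only wells as the low control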
Target sequence (P78536 215-824 limits assumed): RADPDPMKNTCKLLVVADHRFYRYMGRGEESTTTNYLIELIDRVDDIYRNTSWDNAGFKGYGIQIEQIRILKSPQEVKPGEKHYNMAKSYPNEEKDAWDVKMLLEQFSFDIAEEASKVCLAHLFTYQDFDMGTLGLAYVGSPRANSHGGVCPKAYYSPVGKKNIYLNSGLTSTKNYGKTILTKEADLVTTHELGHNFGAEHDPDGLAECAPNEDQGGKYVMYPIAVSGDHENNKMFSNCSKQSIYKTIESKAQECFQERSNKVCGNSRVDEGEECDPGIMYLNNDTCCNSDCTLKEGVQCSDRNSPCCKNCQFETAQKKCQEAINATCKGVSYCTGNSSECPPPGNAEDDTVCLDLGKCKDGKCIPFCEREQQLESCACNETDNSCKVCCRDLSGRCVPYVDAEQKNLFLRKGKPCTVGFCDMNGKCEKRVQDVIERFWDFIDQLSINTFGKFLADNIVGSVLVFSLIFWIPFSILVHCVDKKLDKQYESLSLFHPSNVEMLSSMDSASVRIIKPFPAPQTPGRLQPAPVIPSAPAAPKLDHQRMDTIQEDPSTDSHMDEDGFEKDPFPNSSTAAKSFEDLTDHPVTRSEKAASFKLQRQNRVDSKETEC
GAA850 FXN act – FXN promoter activators, primary screen, cell-based, luciferase luminescence, HEK293 lucGAA850; HEK293 lucGAA850 FXN promoter luciferase reporter, 24 h; percent of 10 µM SAHA response; activation, % at 6 µM; actives 0.56% (n = 360,000);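 active = activation above the average of all compounds screened plus 3 SD, cutoff fixed separately per campaign, cut at about 7.5% in these data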;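 note: 0% = DMSO wells and 100% = 10 µM SAHA wells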
PG9 Ab binder – binders of HIV-1 gp120 antibody PG9, primary screen, biochemical, TR-FRET; HIV-1 gp120 / PG9 antibody interaction; TR-FRET gp120-PG9 antibody binding; inhibition, % at 6.7 µM; actives 0.43% (n = 360,000); in the data active = inhibition above about 8.5%
hcDAF-12 act – H. contortus DAF-12 nuclear receptor activators, primary screen, cell-based, luminescence, HEK293, lit1-tk-luc reporter; HEK293 hcDAF-12 lit1-tk-luc reporter; 0% DMSO, 100% Δ7-dafachronic acid; activation, % at 6.8 µM; actives 1.4% (n = 370,000); AID 652067, 2013;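 active = activation above the mean of all tested compounds plus 3 SD, cut at about 5.5% in these data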;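 note: 100% = response to 3 µM Δ7-dafachronic acid high control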
ADAM10 inh – human ADAM10 inhibitors, primary screen, biochemical, QFRET, HTS. actives 0.62% (n = 370,000). Disintegrin and metalloproteinase domain-containing protein 10 (Homo sapiens), O14672. AID 720582, 2013. recombinant ADAM10, EDANS/DABCYL FRET peptide cleavage, 3 h. inhibition, % at 7 µM;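 active = inhibition above a per-campaign cutoff equal to the mean of compounds falling between control-based bounds plus 3 SD, cut at about 20% in these data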;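 note: 0% = DMSO wells while the 100% control is not disclosed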
ssDAF-12 act – S. stercoralis DAF-12 nuclear receptor activators, primary screen, cell-based, luminescence, HEK293, GRIP1 co-expression, lit1-tk-luc; activation, % at 6.8 µM; Nuclear hormone receptor DAF-12 (Strongyloides stercoralis); HEK293 ssDAF-12/GRIP1 lit1-tk-luc reporter; % of 3 µM dafachronic acid response; actives 1% (n = 370,000);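 active = activation above the mean over all tested compounds plus 3 SD, cut at about 0.9% in these data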;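 note: 0% = DMSO-only wells and 100% = 3 µM delta7-dafachronic acid wells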
SMARCA2 act – SMARCA2 (BRM) function activators, primary screen, cell-based, luminescence, high throughput; MG213 cells, MMTV-luciferase reporter, dexamethasone, overnight; activation, % at 9.1 µM; actives 1% (n = 370,000); in the data active = activation above about 7.8%;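 note: 0% = vehicle wells and 100% = reference activator wells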
hgDAF12 agonist – H. glycines DAF-12 receptor agonists, primary screen, cell-based, luminescence, HEK293, GAL4 fusion, UAS-luciferase; Nuclear hormone receptor DAF-12 (Heterodera glycines), GAL4 fusion; HEK293 GAL4-hgDAF12 UAS-luciferase reporter, agonist luminescence; normalized to butyrate control; activation, % at 6.8 µM; actives 1.8% (n = 370,000);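 active = activation above a cutoff set at the mean of all screened compounds plus 3 SD, cut at about 10% in these data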;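 note: 0% = DMSO wells and 100% = sodium butyrate wells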
Numbers without * were called inactive; i = inactive; nt = no result given. Compounds as they come. Share with any hit: about 6.8%.

SMILES	GC-A act	DAX1 inh-1	DAX1 inh-2	ADAM17 inh	GAA850 FXN act	PG9 Ab binder	hcDAF-12 act	ADAM10 inh	ssDAF-12 act	SMARCA2 act	hgDAF12 agonist
CCOC(=O)C1=NNC(C(=O)c2ccccc2)C1c1ccc(OC)cc1 (stereo not drawn)	-3.3	-0.8	0.5	-3.2	3.0	1.3	-0.4	8.7	-0.7	0.1	2.7
CCn1c(CNC(=O)COc2ccc(C(C)C)cc2)nnc1SCC(=O)Nc1ccc(F)cc1	-2.2	-1.4	-1.2	4.1	0.4	-1.1	-1.3	2.6	-1.2	-0.9	-0.9
COc1cccc(CC(=O)Nc2cc(S(=O)(=O)N3CCOCC3)ccc2N2CCN(C)CC2)c1	1.1	-0.4	-0.2	-1.8	0.9	-0.8	0.0	-7.9	-0.5	0.6	-1.0
CCc1nc2ccc(C(=O)Nc3cccc(OC)c3)cn2c1N(CC)CCN(C)C	2.5	nt	1.4	-5.7	-0.8	0.4	-0.3	-13.8	-1.5	0.1	-0.2
COc1cc2c(cc1OC)[C@@]1(c3ccccc3)CCCC[C@H]1[C@@H]2NC(=O)C(F)(F)F	-0.8	nt	0.5	-6.2	nt	-0.2	1.4	-8.8	-0.1	-2.6	3.6
NC(CSCc1ccccc1Cl)C(=O)O (stereo not drawn)	3.5	0.9	-0.7	-3.7	1.5	-0.3	-0.7	-14.6	-0.8	-2.7	0.9
O=C(Cc1nc2ccccc2[nH]c1=O)c1ccc(Cl)cc1	16.7	2.4	0.9	-12.6	7.0	-3.1	4.5	-34.5	0.0	5.8	1.7
N#CC1=C2Sc3ccccc3N2CCCC1=O	4.8	0.3	-0.3	-0.6	4.7	-2.6	1.3	0.0	-1.5	4.2	-1.0
COc1cc(C(=O)N2CCCCC2)ccc1OCC(=O)Nc1ccc(F)cc1	0.5	-0.2	-0.6	-4.0	1.0	0.7	0.4	-4.7	-0.7	-0.3	3.2
Cc1ccc(NC(=O)c2cc3cc(OC(F)(F)F)ccc3[nH]2)cc1	7.8	nt	-0.2	-21.1	nt	1.7	-1.7	-35.8	-1.5	-3.6	1.1
CCOc1ccc(OCC)c(S(=O)(=O)N2CCOCC2)c1	0.8	-0.7	1.0	-2.2	1.0	-0.7	-1.7	-10.4	-1.2	-1.8	2.3
CCCn1c(-c2ccc[nH]c2=O)nc2ccccc21	2.6	2.1	0.7	-245.9	1.4	-0.9	-0.7	i	-0.7	-2.8	3.2
Cc1ccccc1NC(=O)CSc1nc2cc3c(cc2cc1C)CCC3	-1.3	-0.5	0.3	-2.3	-4.6	-1.6	-0.6	-2.4	-0.9	0.6	2.4
Cc1noc(/C=C/c2ccco2)c1S(=O)(=O)N1CCC(C(=O)N2CCc3ccccc32)CC1	-5.1	-0.8	-1.1	6.1	-0.4	0.9	-2.4	8.6	-0.7	6.5	0.3
CC(C(=O)NCC(=O)Nc1ccc(F)c(F)c1F)N1CCN(c2ccc(O)cc2)CC1 (stereo not drawn)	-6.7	0.7	-0.4	-0.2	0.0	-0.2	0.5	-6.6	-1.2	-0.2	-1.4
Cc1ccc(SCCC(=O)N2CCOCC2)cc1	0.2	1.4	0.0	-1.0	3.2	0.8	3.4	3.7	-0.9	2.2	5.8
COc1ccccc1NC(=O)c1nnn(Cc2ccccc2)c1NC(C)=O	-1.6	0.0	0.4	-1.3	-0.8	-1.8	-0.7	0.2	-1.2	-0.4	-1.9
CC(Sc1nc2sc3c(c2c(=O)n1-c1ccccc1)CCCC3)C(=O)O (stereo not drawn)	-1.4	0.9	0.6	-2.7	2.3	-0.7	-1.4	-5.1	-0.3	-4.8	-3.1
N#Cc1cccc(C(=O)OCC(=O)c2ccc3c(c2)NC(=O)CO3)c1	2.9	0.8	1.3	-1.4	1.2	3.6	-0.5	-1.6	-1.3	0.2	-3.9
Cc1cc(C)n(C(C)CNS(=O)(=O)c2ccc(C)c(C)c2)n1 (stereo not drawn)	0.8	0.3	0.0	-0.7	2.1	-1.3	2.0	3.6	-1.3	1.0	2.1
Cc1ccc(CN=C(Nc2ccccc2)NC2CCCCC2)cc1	-20.9	0.2	0.7	-0.1	-2.9	0.0	-0.7	-4.2	0.0	-2.7	0.6
O=C(c1ccco1)N1CCN(C(=S)Nc2ccc(Br)cc2Cl)CC1	-1.8	0.8	-0.3	-2.3	0.4	-0.4	1.3	-5.4	-0.5	-1.0	0.0
CN1CCN(CCCNC(=O)c2ccc3c(c2)N(Cc2ccc(F)cc2)CCS3)CC1	-3.1	0.3	2.4	i	-0.7	16.7*	1.1	i	-1.0	-4.0	1.6
O=C1CN(c2nc(-c3cccnc3)nc3sc4c(c23)CCCC4)CCN1	18.8	-1.1	-0.9	-94.1	10.3*	0.1	-3.4	-252.6	-2.2	3.8	-2.1
O=C(CSc1cc(Cl)ccc1Cl)NC1CCCc2ccccc21 (stereo not drawn)	-0.1	-1.7	-0.1	2.8	0.1	-0.6	0.8	-1.5	-1.7	-1.5	0.1

Record cards, as listed above.
Shown for CCOc1ccc(OCC)c(S(=O)(=O)N2CCOCC2)c1 = GC-A act = 0.8; DAX1 inh-1 = -0.7; DAX1 inh-2 = 1.0; ADAM17 inh = -2.2; GAA850 FXN act = 1.0; PG9 Ab binder = -0.7; hcDAF-12 act = -1.7; ADAM10 inh = -10.4; ssDAF-12 act = -1.2; SMARCA2 act = -1.8; hgDAF12 agonist = 2.3
Shown for CCOC(=O)C1=NNC(C(=O)c2ccccc2)C1c1ccc(OC)cc1 (stereo not drawn) = GC-A act = -3.3; DAX1 inh-1 = -0.8; DAX1 inh-2 = 0.5; ADAM17 inh = -3.2; GAA850 FXN act = 3.0; PG9 Ab binder = 1.3; hcDAF-12 act = -0.4; ADAM10 inh = 8.7; ssDAF-12 act = -0.7; SMARCA2 act = 0.1; hgDAF12 agonist = 2.7

Six compounds from above, ordered by their value in ssDAF-12 act, descending.
structure	ssDAF-12 act
COc1cc2c(cc1OC)[C@@]1(c3ccccc3)CCCC[C@H]1[C@@H]2NC(=O)C(F)(F)F	-0.1
NC(CSCc1ccccc1Cl)C(=O)O (stereo not drawn)	-0.8
COc1ccccc1NC(=O)c1nnn(Cc2ccccc2)c1NC(C)=O	-1.2
N#CC1=C2Sc3ccccc3N2CCCC1=O	-1.5
O=C(CSc1cc(Cl)ccc1Cl)NC1CCCc2ccccc21 (stereo not drawn)	-1.7
O=C1CN(c2nc(-c3cccnc3)nc3sc4c(c23)CCCC4)CCN1	-2.2

(listing goes on)
SMILES	GC-A act	DAX1 inh-1	DAX1 inh-2	ADAM17 inh	GAA850 FXN act	PG9 Ab binder	hcDAF-12 act	ADAM10 inh	ssDAF-12 act	SMARCA2 act	hgDAF12 agonist
Cc1ccc(C2NC(=O)c3[nH]nc(-c4ccccc4)c32)cc1 (stereo not drawn)	-2.2	nt	-1.1	-0.2	nt	-1.5	0.4	1.7	-1.2	3.4	-1.6
COc1ccc(CNC(=O)N(C)C[C@@H]2OCc3ccccc3-c3c(n(C)c4ccccc34)C(=O)N([C@@H](C)CO)C[C@@H]2C)cc1	-16.8	nt	-0.7	-1.7	nt	-1.7	-2.1	-6.5	-1.3	-3.6	-2.3
CN(C(=O)c1ccc(NC(=O)C2CCN(C(=O)OC(C)(C)C)CC2)cc1)C1CCC1	2.1	-0.7	-0.2	2.4	-1.1	-1.3	-1.1	0.0	-1.5	0.2	-1.5
O=C(NC1CCCc2c1cnn2-c1ccc(F)cc1F)c1csnn1 (stereo not drawn)	0.5	-0.9	-0.7	-0.4	-0.1	-0.7	-0.3	7.0	-1.3	-1.2	0.2
Cc1ccc(C)c(N2CCN(C(=O)CCn3c(=S)[nH]c4cc5c(cc4c3=O)OCO5)CC2)c1	-4.2	0.5	-0.6	-5.6	-0.2	-1.4	-0.9	-5.9	-1.1	-2.7	-1.4
Cc1cccc(C(=O)N[C@H](C(=O)Nc2ccc(C)c(S(=O)(=O)N(C)C)c2)C(C)C)c1	-4.1	1.4	-0.2	-4.4	-4.8	1.1	-0.8	-6.1	-1.1	-2.1	-0.6
c1csc(-c2cn3ccc4ccccc4c3n2)c1	-3.0	1.7	4.8*	-114.1	4.8	0.2	14.3*	-342.1	2.5*	4.2	16.8*
CC(Sc1nnc(-c2ccccc2F)n1C)C(=O)Nc1ccc(N2CCOCC2)cc1 (stereo not drawn)	2.0	-1.2	0.2	-3.1	nt	-2.1	-0.2	-3.4	-1.2	-2.5	1.8
CC(=O)Nc1sc(N/N=C\c2ccccc2F)nc1-c1cccs1	15.2	0.1	-1.1	-4.5	-8.8	-5.3	-0.2	1.3	-2.3	-3.0	-7.3
O=C(COC(=O)Cc1c[nH]c2ccccc12)Nc1cccc2ccccc12	-4.5	1.5	0.0	5.9	1.8	-1.8	2.2	-3.1	-0.3	-3.2	-1.7
O=C(O)Cc1nc(-c2cccnc2)sc1-c1ccc(Br)cc1	-0.4	-0.6	-0.5	-9.9	-1.4	1.0	-1.6	-14.0	-1.3	-2.5	3.9
O=C(CCc1ccccc1O)N/N=C/c1ccc(Sc2cccc3cccnc23)o1	0.0	-0.9	-0.2	4.0	-0.8	0.2	-1.0	-0.4	-1.4	-1.3	-0.8
CC1CCCN(C(=O)C2(NC(=O)Nc3cccc(F)c3)CCCCC2)C1 (stereo not drawn)	0.5	-0.2	-0.3	0.7	5.1	1.5	-1.6	-10.7	-1.0	-4.4	-1.1
CCn1c2ccccc2c2cc(NC(=O)COC(=O)Cc3cn4ccsc4n3)ccc21	-0.6	0.5	-0.3	-2.0	1.6	0.2	-1.0	2.4	-1.3	0.1	-1.8
O=C1CC(N2CCOCC2)C(=O)N1c1ccc2c(c1)OCO2 (stereo not drawn)	1.7	-0.3	-0.5	-2.9	2.4	0.1	-0.5	-3.1	-1.5	0.2	2.1
